Bioassay records deposited in PubChem BioAssay by several laboratories.
mABHD4 FP: ABHD4 (mouse) inhibition, primary FP screen. purified mABHD4, FP-Rh probe fluorescence polarization. inhibition, % at 8.92 µM. actives 0.54% (n = 370,000);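 active means inhibition exceeding the mean over every tested compound plus 3 SD, cut at about 30% in these data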;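 further: 0% = plate median of compound wells and 100% = S159A mutant with DMSO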
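Assay system: wild-type mouse ABHD4 protein; compound: single nominal dose of 8.92 µM, 0.89% DMSO final; schedule: 45 min + 60 min at 25 °C; measured by: FP readout, ex 525 nm / em 598 nm; evaluation: % inhibition of FP-Rh probe binding versus controls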
PG9 binder: small molecules binding HIV-1 gp120 antibody PG9 | AID 624416 | actives 0.43% (n = 360,000) | inhibition, % at 6.7 µM | TR-FRET gp120-PG9 antibody binding; in the data active means inhibition above about 8.5%
rCAG binder: binds r(CAG) RNA repeats; inhibition, % at 3 µM; r(CAG) RNA repeat, TO-PRO-1 dye displacement fluorescence; actives 1.3% (n = 370,000);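 active means inhibition above the plate cutoff, the mean of all test compounds on that plate plus 3 SD, cut at about 35% in these data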;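 further: 0% = DMSO alone and 100% = 100 µM mitoxantrone as full dye displacement; higher means more dye released from RNA so lower well fluorescence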
UHRF1 MBD2 ctr: blocks human UHRF1 binding to methylated DNA. inhibition, % at 4.4 µM. actives 0.75% (n = 370,000). Q96T88. UHRF1 binding to methylated oligo, TR-FRET; in the data active means inhibition above about 21%;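 further: UHRF1 SRA domain binding a hemimethylated CpG hairpin DNA probe; 0% = median of test compound wells and 100% = reference inhibitor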
NR1D1 modulator: Rev-erb alpha (human) modulation. P20393. Rev-erbα–FITC-DNA binding, fluorescence polarization, 90 min. activity, % at 10 µM. actives 0.79% (n = 370,000);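 active means activity above about 14%, limit read from the data; passing the limit was not always enough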;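 further: 0% = DMSO wells with 35 nM protein and 100% = DMSO wells with 750 nM protein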
Target sequence (P20393 whole entry, looked up): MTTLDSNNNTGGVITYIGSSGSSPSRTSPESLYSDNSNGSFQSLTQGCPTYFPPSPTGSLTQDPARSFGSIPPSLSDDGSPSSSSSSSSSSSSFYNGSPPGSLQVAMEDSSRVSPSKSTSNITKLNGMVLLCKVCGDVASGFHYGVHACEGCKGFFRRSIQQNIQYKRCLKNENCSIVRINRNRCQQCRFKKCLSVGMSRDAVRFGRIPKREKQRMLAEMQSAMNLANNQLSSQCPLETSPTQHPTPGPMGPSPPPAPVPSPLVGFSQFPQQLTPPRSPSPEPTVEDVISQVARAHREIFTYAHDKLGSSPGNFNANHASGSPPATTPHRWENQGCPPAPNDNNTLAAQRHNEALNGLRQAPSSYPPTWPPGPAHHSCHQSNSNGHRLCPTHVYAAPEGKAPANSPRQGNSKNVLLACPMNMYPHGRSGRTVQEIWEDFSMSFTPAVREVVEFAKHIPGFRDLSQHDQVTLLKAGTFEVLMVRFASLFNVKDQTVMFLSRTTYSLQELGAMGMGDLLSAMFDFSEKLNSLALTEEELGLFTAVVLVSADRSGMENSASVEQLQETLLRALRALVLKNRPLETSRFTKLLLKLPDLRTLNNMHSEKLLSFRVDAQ
HTRA1 inhibitor: inhibitors of human serine peptidase HTRA1 | Q92743 | recombinant HTRA1, FP-rhodamine activity-based probe, fluorescence polarization | inhibition, % at 5.96 µM | actives 0.5% (n = 340,000); in the data active means inhibition above about 36%;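 further: 0% = enzyme with DMSO and 100% = wells lacking enzyme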
TCR-CD3 inh: human TCR-CD3 binding inhibition | TAMRA-labeled TCR probe fluorescence, biochemical | inhibition, % at 9.4 µM | actives 0.37% (n = 360,000); in the data active means inhibition above about 19%;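 further: recombinant mutant TCR 2C K166C tagged with TAMRA read by polarization; 0% = receptor in buffer alone and 100% = receptor with positive control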
PRMT1 FP inh: inhibitors of human PRMT1; Q99873; recombinant PRMT1, activity-based probe fluorescence polarization; inhibition, % at 2.79 µM; actives 1.3% (n = 370,000);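 active means inhibition above about 21% made by adding two undisclosed values, limit read from the data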
Target sequence (Q99873 whole entry, looked up): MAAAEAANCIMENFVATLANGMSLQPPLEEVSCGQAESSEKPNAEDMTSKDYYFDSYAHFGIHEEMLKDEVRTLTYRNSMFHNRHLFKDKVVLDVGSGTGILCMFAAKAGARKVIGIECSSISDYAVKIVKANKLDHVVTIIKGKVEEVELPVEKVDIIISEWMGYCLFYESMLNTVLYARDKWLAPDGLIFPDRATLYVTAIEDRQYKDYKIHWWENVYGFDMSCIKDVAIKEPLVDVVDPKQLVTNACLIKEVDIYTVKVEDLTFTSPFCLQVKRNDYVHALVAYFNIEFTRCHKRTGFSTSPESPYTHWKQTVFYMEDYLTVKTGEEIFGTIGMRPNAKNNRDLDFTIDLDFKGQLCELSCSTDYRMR
MBD2 inh: MBD2-methylated oligo binding inhibition; actives 0.31% (n = 370,000); AID 686964; TR-FRET, MBD2 binding to methylated oligonucleotide; inhibition, % at 4.4 µM; Q9UBB5; in the data active means inhibition above about 13%
LEDGF integ inh: blocks HIV-1 LEDGF/p75-dependent DNA integration. TR-FRET IN-LEDGF/p75 DNA integration, Eu/Cy5. inhibition, % at 3.7 µM. actives 0.64% (n = 370,000);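 active means inhibition above the screen-wide mean plus 3 SD, cut at about 13% in these data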;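 further: signal is the Cy5 over europium emission ratio at 671 and 618 nm; 0% = plate median of compound wells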
Starred values were filed as active, the others as inactive; x = not tested or not shown. Some of the compounds tested, so the mix of outcomes need not match the whole.

Second line of a record – mABHD4 FP, PG9 binder, rCAG binder, UHRF1 MBD2 ctr, NR1D1 modulator, HTRA1 inhibitor, TCR-CD3 inh, PRMT1 FP inh, MBD2 inh, LEDGF integ inh
- O=C(COC(=O)COc1ccc2ccccc2c1)Nc1cc(C(F)(F)F)ccc1N1CCOCC1
  -1, -2.1, 2, 0, 0, -26, -1, 0, 0, -1
- Cc1ccc2nc(-c3ccc(NS(=O)(=O)c4ccc(F)c(F)c4)cc3)sc2c1
  -56, -0.6, 75*, 1, -4, -64, -7, 3, 4, -2
- COC(=O)[C@]12CCCCC=C1N(Cc1ccc3c(c1)OCO3)C(=O)[C@H](CC(=O)NCc1ccc(OC)c(OC)c1)C2
  4, 0.6, 3, 1, 12, x, 4, -3, -1, 0
- O=C(NCc1ccco1)c1ccc(Cn2c(=O)c3sccc3n(Cc3ccc(F)cc3)c2=O)cc1
  -27, -2.4, 12, 1, 9, -50, 9, 1, -4, 8
- Cc1ccc(C)c(N2C(=O)CC(Cc3ccc(Cl)cc3)C2=O)c1 (stereo not given)
  -9, 1.3, -4, 4, 3, 2, 2, 3, 0, -3
- CC1CCCC(C)N1C(=O)COC(=O)C1CCN(S(=O)(=O)c2ccc3c(c2)OCCO3)CC1 (stereo not given)
  0, -2.5, -4, 0, -1, 3, 0, -3, -3, 1
- CCOc1ccccc1N(CC(=O)Nc1cc(OC)ccc1OC)S(=O)(=O)c1ccccc1
  -3, -1.6, 2, -1, 5, -23, -3, -3, -4, 0
- O=C1Cn2c(nc3ccccc32)-c2ccccc2N1
  -7, 1.7, 6, 2, -6, -5, -7, -3, 0, 3
- Cc1ccc(CNC(=O)CO/N=C/c2ccc(C(C)(C)C)cc2)cc1
  -10, -1.5, 2, 4, 0, -20, 2, 1, 4, 1
- Cc1c(Cl)c([N+](=O)[O-])nn1CCCC(=O)Nc1cccnc1
  1, -1.6, -2, -2, -1, -1, 0, -1, -2, 2
- Cc1cc(NC(=O)CSc2nc(N)c(NC(=O)c3ccccc3F)c(=O)[nH]2)no1
  -1, 0.8, 2, 2, -6, 4, 5, 0, -5, -1
- COc1cc(/C=C2\C(=N)N3N=CSC3=NC2=O)cc(Br)c1OC(=O)c1ccco1
  4, -0.3, 27, -4, 8, -5, 1, 2, 1, 6
- CN1N=C(/C=C/c2ccccc2)CCC1=O
  -3, -1.8, 2, 0, 2, 2, 2, 1, -6, 2
- Cc1ccc(NC(=O)CSc2nc(=O)cc(N)n2-c2ccccc2)cc1
  -1, 2.9, 6, 11, 0, -1, -5, 2, 4, -1
- CCCCN1CC(COCc2ccccc2)Oc2cc(Br)ccc2S1(=O)=O (stereo not given)
  -17, 0.7, 3, 3, -1, -16, -10, -2, 2, 5
- C/C=C/c1ccc(OCC(=O)NNC(=O)CN(C)S(=O)(=O)c2ccc(C)cc2)c(OC)c1
  -3, -1.2, 2, -1, 2, -10, 3, -1, 2, 1
- CC(C)CCNC(=O)CN(C(=O)CCC(=O)Nc1ccccn1)c1ccc2c(c1)OCO2
  -1, -1.8, -3, -2, 2, 3, -2, 1, 1, 0
- C/C(=C1/SC(N2CCCC2)=NC1=O)c1ccc(Br)cc1
  -4, -0.7, 3, 14, 2, 4, -1, 1, -3, 1
- Cc1c(C(=O)O)[nH]c2c1C(=O)CC(c1ccc(C(C)(C)C)cc1)C2 (stereo not given)
  -7, 1.0, 16, 0, -1, 3, 3, 1, 5, -2
- O=C(NCCc1ccc2c(c1)OCCO2)c1cc(S(=O)(=O)N2CCCC2)ccc1Cl
  0, 1.4, -1, 4, -6, -4, -5, -2, 2, -5

Complete entries, looked up by structure. Order of values: mABHD4 FP, PG9 binder, rCAG binder, UHRF1 MBD2 ctr, NR1D1 modulator, HTRA1 inhibitor, TCR-CD3 inh, PRMT1 FP inh, MBD2 inh, LEDGF integ inh
CCCCN1CC(COCc2ccccc2)Oc2cc(Br)ccc2S1(=O)=O (stereo not given) in the list: -17, 0.7, 3, 3, -1, -16, -10, -2, 2, 5
CN1N=C(/C=C/c2ccccc2)CCC1=O in the list: -3, -1.8, 2, 0, 2, 2, 2, 1, -6, 2
Cc1cc(NC(=O)CSc2nc(N)c(NC(=O)c3ccccc3F)c(=O)[nH]2)no1 in the list: -1, 0.8, 2, 2, -6, 4, 5, 0, -5, -1
C/C(=C1/SC(N2CCCC2)=NC1=O)c1ccc(Br)cc1 in the list: -4, -0.7, 3, 14, 2, 4, -1, 1, -3, 1
Cc1ccc(C)c(N2C(=O)CC(Cc3ccc(Cl)cc3)C2=O)c1 (stereo not given) in the list: -9, 1.3, -4, 4, 3, 2, 2, 3, 0, -3

Additional structures
Second line of a record – mABHD4 FP, PG9 binder, rCAG binder, UHRF1 MBD2 ctr, NR1D1 modulator, HTRA1 inhibitor, TCR-CD3 inh, PRMT1 FP inh, MBD2 inh, LEDGF integ inh
- Cc1[nH]n(-c2ccccc2)c(=O)c1C(C[N+](=O)[O-])c1ccc(Cl)cc1 (stereo not given)
  7, -3.7, 8, -9, -1, 5, 7, -1, -6, 3
- Cc1cc(C(=O)CN2C(=O)c3ccccc3S2(=O)=O)c(C)n1-c1ccccc1
  11, -0.3, 1, 0, 1, -18, -8, 2, 2, 1
- COc1ccccc1-n1c(SCC(=O)O)nc2c(sc(=S)n2-c2ccc(C)c(C)c2)c1=O
  8, -0.9, 48*, -1, 2, -13, 8, 1, -2, 3
- CCOc1ccc(C(=O)NC(C)C2COc3ccccc3O2)cc1 (stereo not given)
  -5, -1.6, -5, 1, -2, -13, 4, -2, -6, 4
- CCOC(=O)C1(Cc2cccc(Cl)c2)CCCN(C(=O)c2ccc(C)nc2)C1 (stereo not given)
  -2, -3.5, -7, -2, 1, -5, -3, 0, 2, 2
- CCOc1ccccc1NC(=O)CCC(=O)O
  1, 1.8, 0, -3, 0, 1, -1, 0, -3, 0
- COc1ccccc1C(=O)COC(=O)C1(C)CC1(Cl)Cl (stereo not given)
  3, -0.2, 1, 0, -3, 0, 4, 1, -1, -2
- N#Cc1ccc2ccn(CC(=O)N3CCCc4ccccc43)c2c1
  -5, -0.2, 7, 1, 2, -6, -11, 2, -3, 3
- COc1ccc(C2C(C(C)=O)=C(O)C(=O)N2c2ccc(Br)cn2)cc1 (stereo not given)
  4, 0.7, 2, -3, -3, 1, 0, -2, 0, -2
- Cc1c(O)nc(SCC(=O)Nc2ccc3c4c(cccc24)CC3)n(-c2ccccc2)c1=O
  10, -0.1, 39*, 0, 8, -4, -1, 29*, 1, 0
- CCCCCC(=O)NCc1c(C(F)(F)F)nn(C)c1N1CCOCC1
  5, 0.6, -4, 1, -2, 0, -3, 5, 2, -2
- CC(C)(C)[C@H]1C=C(C(N)=O)O[C@@H](OCCCCO)C1
  3, 0.5, -5, 1, -5, -2, -2, 1, -1, 2
- Cc1cc(NC(=O)C2CC(c3ccc(F)cc3)=NO2)n(-c2ccccc2)n1 (stereo not given)
  -4, -1.9, 1, -1, 3, -1, -1, -3, -3, -2
- COc1ccc(/C=C(/NC(=O)c2ccc(Br)cc2)C(=O)N2CCOCC2)cc1
  -1, -1.8, -5, 4, 0, 2, -4, -3, -1, -1
- Cc1cc(NC(=O)NC(=O)c2ccccc2NC(=O)C(C)N)ccc1Oc1ncc(Br)cn1 (stereo not given)
  -1, 0.3, 3, 6, -4, -3, -4, 3, 4, -6
- O=C(/C=C/c1ccco1)Nc1cccnc1Cl
  2, -2.1, 15, 1, -1, -3, 2, 17, -3, 8
- Cc1cc(C)cc(NC(=S)N2CCC(C(=O)c3ccc(F)cc3)CC2)c1
  3, -0.9, -1, -2, 2, -2, -1, 1, -1, -4
- Cc1ccc(CSCCNC(=O)/C=C/c2ccccc2Cl)cc1
  -17, 1.1, -6, 1, -3, -6, 4, 0, 2, -4
- COc1ccc2nc(SCC(=O)NC3CC3)c(C#N)cc2c1
  9, 20*, -2, -1, 6, -3, 1, 2, 2, -1
- O=S1(=O)CCN(Cc2ccccc2Cl)CC1
  2, -0.4, 2, 0, 2, -2, 6, 0, 1, -1

Other results:
canonical_smiles	mABHD4 FP	PG9 binder	rCAG binder	UHRF1 MBD2 ctr	NR1D1 modulator	HTRA1 inhibitor	TCR-CD3 inh	PRMT1 FP inh	MBD2 inh	LEDGF integ inh
CCOC(=O)c1sc2ccccc2c1OC(=O)c1ccccc1	-9	1.0	-3	0	-5	11	1	-3	3	-3
COc1cc(C(=O)OCCCOC(=O)c2cc(OC)c(OC)c(OC)c2)cc(OC)c1OC	5	-0.8	-7	0	3	6	6	-1	-7	1
CC(C)[C@H](NC(=O)c1ccco1)C(=O)OCC(=O)N1CC(=O)Nc2ccccc21	-1	3.5	-1	3	-1	7	2	-2	1	3
O=C(NCc1ccccc1)c1ccc(Cl)c(NC2=NC3CS(=O)(=O)CC3S2)c1 (stereo not given)	7	0.6	1	3	1	8	-6	1	1	-3
CSc1ccc(NC(=O)N2CCN(c3nc4ccccc4s3)CC2)cc1	-6	-0.6	3	4	2	-12	-5	1	0	2
CC(C)CCCN1C(Nc2ccccc2)=NC[C@@H]1CC(C)C	2	-0.2	0	-3	-1	-7	3	-4	-5	3
COc1ccc(C(=O)Nc2ccc(OC)c(OC)c2)cc1	-2	0.4	-3	0	-1	2	-1	-5	-4	-6
O=C(N/N=C\c1c(O)ccc2ccccc12)c1ccc(S(=O)(=O)N2CCCCC2)cc1	12	1.8	-4	1	-5	7	18	2	-7	41*
Cc1nc(Nc2ccc(S(=O)(=O)N3CCCCC3C)cc2)c2nnn(Cc3ccccc3)c2n1 (stereo not given)	-10	-3.5	1	0	5	-16	7	-2	-1	-3
O=C(c1cc(Cl)nc2ccccc12)N(Cc1nnc(-c2ccc(Cl)cc2)o1)C1CC1	-3	-0.1	3	0	2	-20	8	0	-2	2
CCc1ccc(C(=O)Cc2cc3cccc(OC)c3oc2=O)cc1	5	-0.9	4	3	6	-11	4	4	-7	0
COc1cc(OC)cc(C(=O)NC2CCSc3ccccc32)c1 (stereo not given)	0	-2.2	0	1	3	-10	7	-1	-2	0
O=C(NCC1CCCO1)c1ccc2c(c1)OCO2 (stereo not given)	-6	-0.2	0	0	-7	0	3	-1	-2	-2
Cc1nc(-c2ccccc2)cs1	-5	0.2	2	9	2	2	-1	-2	4	-1
O=C(CSC1=NCCN1)NC12CC3CC(CC(C3)C1)C2	10	0.8	1	1	1	7	-3	21	3	0
CCOc1ccc(CN2CCN(C3CCSCC3)CC2CCO)cc1 (stereo not given)	-1	-0.3	-8	0	-3	-1	-1	-1	2	-1
CC(OC(=O)C1CC(=O)N(Cc2ccccc2)C1)C(=O)Nc1cccc(C#N)c1 (stereo not given)	5	-0.2	-3	5	0	0	-4	2	-1	-6
